HIF-2a inh: inhibitors of HIF-2a; 786-0 RCC cells HIF-2a reporter, luciferase luminescence, overnight; AID 624352; inhibition, % at 18.8 µM; hit rate 0.72% among 360,000;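 active means inhibition of the luminescence signal of 40% or more relative to plate controls, in a single-dose primary screen at 18.75 µM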
Shn3 inh set2: Schnurri-3 reporter inhibition in Clone20 osteoblasts | AID 588674 | hit rate 0.52% among 360,000 | Clone20 osteoblast Shn3 3'UTR firefly luciferase, 24 h | inhibition, % at 12.5 µM;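 active means mean inhibition of at least 75% with every replicate also reaching 75%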;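 further: 0% = median of neutral control wells and 100% = pilot-screen positive control compound; some compounds past the cut are filed as inactive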
Peg3 prom inh: inhibitors of Peg3 promoter | HeLa PEG-Prom luciferase reporter, luminescence, overnight | hit rate 1.7% among 360,000 | inhibition, % at 20 µM;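 active means inhibition of at least 50% at 20 µM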
NR2E3 ag-1: human photoreceptor-specific nuclear receptor agonism; Q9Y5X4; CHO-S Gal4-NCOR/VP16-NR2E3 two-hybrid, luciferase; inhibition of corepressor binding, % at 3.98 µM; hit rate 0.35% among 360,000; AID 602229;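 active means inhibition above the mean of all tested compounds plus 3 SD, cut at about 70% in these data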;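 further: 0% = DMSO with NR2E3 transfected cells and 100% = cells lacking NR2E3 construct; higher means lower luciferase signal from less NR2E3 corepressor binding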
Target sequence (Q9Y5X4 whole entry, looked up, the tested form may be a part): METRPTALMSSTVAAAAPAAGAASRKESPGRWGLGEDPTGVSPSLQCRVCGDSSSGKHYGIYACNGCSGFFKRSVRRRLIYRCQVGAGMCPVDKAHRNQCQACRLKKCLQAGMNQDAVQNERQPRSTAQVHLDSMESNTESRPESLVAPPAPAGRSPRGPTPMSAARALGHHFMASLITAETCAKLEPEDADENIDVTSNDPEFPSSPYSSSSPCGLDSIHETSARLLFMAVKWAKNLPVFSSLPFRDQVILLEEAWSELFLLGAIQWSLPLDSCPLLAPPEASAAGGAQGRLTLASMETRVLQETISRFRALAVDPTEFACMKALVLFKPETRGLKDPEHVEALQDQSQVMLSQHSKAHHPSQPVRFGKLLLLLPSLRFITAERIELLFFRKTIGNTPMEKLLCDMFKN
CF NFkB inh: inhibitors of cystic fibrosis induced NF-kB | KKLEB NF-kB-GFP reporter, PAF-induced, GFP fluorescence overnight | hit rate 0.86% among 360,000 | inhibition, % at 5 µM;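 active means at least 50% inhibition at 5 µM, scaled per plate between neutral and stimulator controls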;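 further: PAF is a Pseudomonas aeruginosa culture filtrate used as stimulus; plate controls were PAF-stimulated DMSO wells for no effect and unstimulated DMSO wells for full effect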
PDI inh: PDI (human) enzyme inhibition; hit rate 0.052% among 350,000; AID 588391; inhibition, % at 10 µM; P07237; PDI insulin aggregation turbidity, A650, 90 min;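 active means mean inhibition across replicates of 30% or more, whatever share of single replicates reach that level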;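 further: absorbance from insulin aggregation driven by PDI reduction with DTT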
Target sequence (P07237 whole entry, looked up): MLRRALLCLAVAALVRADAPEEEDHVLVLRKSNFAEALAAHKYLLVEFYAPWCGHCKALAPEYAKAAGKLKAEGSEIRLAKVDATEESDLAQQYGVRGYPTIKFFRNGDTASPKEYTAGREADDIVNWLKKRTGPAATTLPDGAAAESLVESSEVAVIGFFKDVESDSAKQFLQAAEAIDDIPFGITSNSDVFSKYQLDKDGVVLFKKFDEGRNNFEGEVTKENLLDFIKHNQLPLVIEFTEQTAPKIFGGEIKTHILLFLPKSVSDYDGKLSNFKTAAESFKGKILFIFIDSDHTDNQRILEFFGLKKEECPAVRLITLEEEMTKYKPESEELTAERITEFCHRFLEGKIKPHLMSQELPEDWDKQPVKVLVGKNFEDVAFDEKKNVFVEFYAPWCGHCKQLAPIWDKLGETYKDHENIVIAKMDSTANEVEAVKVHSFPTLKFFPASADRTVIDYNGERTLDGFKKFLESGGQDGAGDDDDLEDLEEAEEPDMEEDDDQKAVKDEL
CaV13 FRET inh: Primary screen for inhibitors of IQ motif and Ca2+-dependent inactivation inhibitor domain binding in CACNA1D, Förster resonance energy transfer in living cells, …. inhibition, % at 12.3 µM. HEK cells, CFP/YFP FRET ICDI-IQ, plate reader, 10 min; percent FRET-ratio fall versus neutral wells. hit rate 0.098% among 340,000;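 active means mean replicate inhibition of at least 30% and at least 1% of replicates passing that level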;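 further: 0% = median of the neutral control wells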
KKLEB cytotox: counter-screen for CF NF-kB inhibitors: cytotoxicity; KKLEB CF airway cells viability, ATPlite luminescence, overnight; stronger effect = lower value; cells stimulated with P. aeruginosa culture filtrate; activity change (cytotoxicity), % at 5 µM; hit rate 0.36% among 360,000;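 active means corrected activity change at or below -50% at 5 µM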
NR2E3 ag-2: activates human photoreceptor nuclear receptor NR2E3; GST-NR2E3/biotin-RetCOR TR-FRET, 1536-well; inhibition of corepressor binding, % at 4.78 µM; hit rate 0.12% among 320,000; AID 2300; Q9Y5X4;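 active means percent inhibition above the cutoff of mean plus 3 SD of all tested compounds, set per screening campaign, cut at about 20% in these data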;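 further: 0% = DMSO wells and 100% = biotin wells as full block of FRET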
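System: GST-NR2E3 and biotin-RetCOR proteins; probe or stimulus: 7 nM biotin-RetCOR; doses: compound at 4.8 µM, single dose; schedule: Compound–protein incubation for 5 h at 4 °C; detection: time-resolved FRET; read-out: percent inhibition; controls: biotin wells as high control, 0.6% DMSO wells as low control; format: 1536-well plates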
TRPM1 prom inh: inhibitors of MITF-driven TRPM1 promoter in melanoma cells. SK-MEL-5 TRPM1 promoter luciferase, 24 h. inhibition, % at 12.5 µM. hit rate 0.83% among 330,000. AID 488899;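 active means mean inhibition across replicates of 60% or more, whatever share of single replicates reaches that level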; further: values of inactives mirror those of a sister screen read the other way
Vif imaging: HIV Vif inhibition. HEK293T cells, Vif self-association by quenched fluorescence, imaging, 24 h. inhibition, % at 7.49 µM. hit rate 0.35% among 340,000. AID 602346; in the data active means inhibition above about 50%, passing the limit was not always enough; further: some results filed as inactive read as strong as hits
Starred values were filed as active, the others as inactive.

`O=C(Nc1ccc(Br)cc1Br)c1cccc2c1C(=O)N(C1CCCCC1)C2` gave HIF-2a inh -2, Shn3 inh set2 10, Peg3 prom inh 30, NR2E3 ag-1 -1, CF NFkB inh 19, PDI inh -7, CaV13 FRET inh -13, KKLEB cytotox -15, NR2E3 ag-2 2, TRPM1 prom inh 2 and Vif imaging -9.
CCCCNC(=S)N1CCN(Cc2ccc3c(c2)OCO3)CC1 was read as HIF-2a inh 14, Shn3 inh set2 -21, Peg3 prom inh 2, NR2E3 ag-1 -5, CF NFkB inh 4, PDI inh 0, CaV13 FRET inh 0, KKLEB cytotox 16, NR2E3 ag-2 4, TRPM1 prom inh 5 and Vif imaging -5.
Screening O=C1c2ccccc2C(=O)N1CCc1c(-c2[nH]c3ccccc3c2CCN2C(=O)c3ccccc3C2=O)[nH]c2ccccc12 returned HIF-2a inh -31, Shn3 inh set2 -16, Peg3 prom inh -9, NR2E3 ag-1 -31, CF NFkB inh -20, PDI inh -7, CaV13 FRET inh -2, KKLEB cytotox 15 and TRPM1 prom inh 9.
`CC1=C(C(=O)Nc2ccc(C)cc2)C(c2ccc(N(C)C)cc2)NC(=O)N1` (configuration not stated) gave HIF-2a inh 12, Shn3 inh set2 -7, Peg3 prom inh -3, NR2E3 ag-1 -8, CF NFkB inh 4, PDI inh -7, CaV13 FRET inh -9, KKLEB cytotox 18, NR2E3 ag-2 3, TRPM1 prom inh -6 and Vif imaging 5.
COc1ccc(S(=O)(=O)Nc2cccc3c2O[C@H](CN(C)S(=O)(=O)c2ccc(OC)cc2)[C@@H](C)CN([C@H](C)CO)C3=O)cc1 was read as HIF-2a inh 10, Shn3 inh set2 -20, Peg3 prom inh -5, NR2E3 ag-1 -17, CF NFkB inh -5, PDI inh 8, CaV13 FRET inh -3, KKLEB cytotox 21, TRPM1 prom inh 0 and Vif imaging -3.
Screening CCN1C(=O)/C(=C\N2CCOCC2)SC1=S returned HIF-2a inh 21, Shn3 inh set2 9, Peg3 prom inh 13, NR2E3 ag-1 -4, CF NFkB inh 15, PDI inh -12, CaV13 FRET inh -3, KKLEB cytotox -12, NR2E3 ag-2 -4, TRPM1 prom inh -2 and Vif imaging 7.
`Cc1nn(Cc2ccccc2)c(C)c1/C=N/NC(=O)c1cccnc1` gave HIF-2a inh 7, Shn3 inh set2 -1, Peg3 prom inh -2, NR2E3 ag-1 0, CF NFkB inh 2, PDI inh -12, CaV13 FRET inh -1, KKLEB cytotox -2, NR2E3 ag-2 1, TRPM1 prom inh -1 and Vif imaging -5.
O=C1CCCC(=NCc2ccco2)C1 was read as HIF-2a inh -4, Shn3 inh set2 -58, Peg3 prom inh 13, NR2E3 ag-1 11, CF NFkB inh -4, PDI inh -3, CaV13 FRET inh -8, KKLEB cytotox -8, NR2E3 ag-2 4, TRPM1 prom inh 9 and Vif imaging -4.
`CCOC(=O)c1ccc(N=C2C(=S)N(c3ccc(C(=O)OCC)cc3)C(=N)N2/N=C/c2ccccc2)cc1` gave HIF-2a inh -76, Shn3 inh set2 2, Peg3 prom inh -38, NR2E3 ag-1 -15, CF NFkB inh -20, PDI inh -6, CaV13 FRET inh -4, KKLEB cytotox 3, NR2E3 ag-2 5, TRPM1 prom inh -9 and Vif imaging 4.
Screening CC(C)CCn1c(CN2CCN(Cc3ccccc3)CC2)nc2c1c(=O)n(C)c(=O)n2C returned HIF-2a inh 24, Shn3 inh set2 17, Peg3 prom inh 3, NR2E3 ag-1 -12, CF NFkB inh 0, PDI inh 1, CaV13 FRET inh -6, KKLEB cytotox -12, NR2E3 ag-2 0, TRPM1 prom inh 0 and Vif imaging -11.
CCS(=O)(=O)N1Cc2ccccc2CC1C(=O)N(C)Cc1ccc(OC)c(F)c1 (configuration not stated) was read as HIF-2a inh -11, Shn3 inh set2 10, Peg3 prom inh 20, NR2E3 ag-1 7, CF NFkB inh 26, PDI inh 6, CaV13 FRET inh -7, KKLEB cytotox 0, NR2E3 ag-2 -1, TRPM1 prom inh 7 and Vif imaging 3.
Screening Cc1ccc([C@H]2C[C@@H](O)[C@H](n3cc(C4CC4)nn3)CN2C(=O)C2CCCCC2)cc1 returned HIF-2a inh 11, Shn3 inh set2 -9, Peg3 prom inh -1, NR2E3 ag-1 -25, CF NFkB inh -18, PDI inh 10, CaV13 FRET inh -2, KKLEB cytotox 9 and Vif imaging 2.
Screening Cc1cc(C)cc(NC(=O)N2c3ccccc3NC(=O)CC2C)c1 (configuration not stated) returned HIF-2a inh 10, Shn3 inh set2 -1, Peg3 prom inh 12, NR2E3 ag-1 4, CF NFkB inh -8, PDI inh -4, CaV13 FRET inh -1, KKLEB cytotox 7, NR2E3 ag-2 0, TRPM1 prom inh 5 and Vif imaging 6.
`O=C(NC12CC3CC(CC(C3)C1)C2)c1ccc([N+](=O)[O-])cc1` gave HIF-2a inh -2, Shn3 inh set2 3, Peg3 prom inh 9, NR2E3 ag-1 -41, CF NFkB inh -3, PDI inh 10, CaV13 FRET inh -20, KKLEB cytotox -3, NR2E3 ag-2 4, TRPM1 prom inh 3 and Vif imaging -2.
`Nc1nn(-c2ccccc2)c(N)c1N=Nc1ccccc1` gave HIF-2a inh -278, Shn3 inh set2 -121, Peg3 prom inh -262, NR2E3 ag-1 -251, CF NFkB inh -4, PDI inh -3, CaV13 FRET inh -4, KKLEB cytotox -10, NR2E3 ag-2 3, TRPM1 prom inh -29 and Vif imaging 3.
Cc1ccc(C2=N/C(=C\c3cccc(F)c3)C(=O)O2)cc1 was read as HIF-2a inh 12, Shn3 inh set2 1, Peg3 prom inh -1, NR2E3 ag-1 -11, CF NFkB inh -12, PDI inh -7, CaV13 FRET inh 2, KKLEB cytotox 1, NR2E3 ag-2 4, TRPM1 prom inh 12 and Vif imaging 0.
`O=C(c1ccccc1)n1nnc2ccccc21` gave HIF-2a inh 16, Shn3 inh set2 12, Peg3 prom inh 11, NR2E3 ag-1 -15, CF NFkB inh -7, PDI inh 15, CaV13 FRET inh -5, KKLEB cytotox -5, NR2E3 ag-2 5, TRPM1 prom inh 9 and Vif imaging 15.
For COc1cc(COCC(O)CN2CCc3ccccc3C2)cc(OC)c1OC (configuration not stated) the results were HIF-2a inh -7, Shn3 inh set2 4, Peg3 prom inh 7, NR2E3 ag-1 -4, CF NFkB inh -12, PDI inh -5, CaV13 FRET inh -17, KKLEB cytotox 3, NR2E3 ag-2 0, TRPM1 prom inh -1 and Vif imaging -2.
Screening O=C(Nc1cccc(-c2nc3ncccc3o2)c1)c1ccco1 returned HIF-2a inh -54, Shn3 inh set2 -11, Peg3 prom inh -41, NR2E3 ag-1 -35, CF NFkB inh -24, PDI inh 6, CaV13 FRET inh -5, KKLEB cytotox 9, NR2E3 ag-2 -1 and TRPM1 prom inh -32.
COc1ccc(C2CC(c3cccs3)=NN2C(=O)CSc2nc(=O)n3cc(C)ccc3n2)cc1 (configuration not stated) was read as HIF-2a inh -2, Shn3 inh set2 4, Peg3 prom inh 27, NR2E3 ag-1 -1, CF NFkB inh -10, PDI inh 1, CaV13 FRET inh -5, KKLEB cytotox -5, NR2E3 ag-2 -1, TRPM1 prom inh 12 and Vif imaging 3.

Brought forward from above: 2 entries, followed by the next part.
Screening O=C(Nc1cccc(-c2nc3ncccc3o2)c1)c1ccco1 returned HIF-2a inh -54, Shn3 inh set2 -11, Peg3 prom inh -41, NR2E3 ag-1 -35, CF NFkB inh -24, PDI inh 6, CaV13 FRET inh -5, KKLEB cytotox 9, NR2E3 ag-2 -1 and TRPM1 prom inh -32.
COc1ccc(C2CC(c3cccs3)=NN2C(=O)CSc2nc(=O)n3cc(C)ccc3n2)cc1 (configuration not stated) was read as HIF-2a inh -2, Shn3 inh set2 4, Peg3 prom inh 27, NR2E3 ag-1 -1, CF NFkB inh -10, PDI inh 1, CaV13 FRET inh -5, KKLEB cytotox -5, NR2E3 ag-2 -1, TRPM1 prom inh 12 and Vif imaging 3.
Screening COc1ccccc1N1C(=O)C2C3CC(c4ccccc4)C(C3)C2C1=O (configuration not stated) returned HIF-2a inh 12, Shn3 inh set2 -5, Peg3 prom inh 16, NR2E3 ag-1 -13, CF NFkB inh 16, PDI inh -4, CaV13 FRET inh -5, KKLEB cytotox 0, NR2E3 ag-2 1, TRPM1 prom inh -2 and Vif imaging -12.
`Cc1ccc2nc(SCC(=O)N3CCCCCC3)nc(=O)n2c1` gave HIF-2a inh 3, Shn3 inh set2 -12, Peg3 prom inh 22, NR2E3 ag-1 2, CF NFkB inh -22, PDI inh 3, CaV13 FRET inh -5, KKLEB cytotox 10, NR2E3 ag-2 2, TRPM1 prom inh -4 and Vif imaging 1.
For COCCN(Cc1cc2cc(C)c(C)cc2nc1Cl)C(=O)N1CCOCC1 the results were HIF-2a inh 21, Shn3 inh set2 5, Peg3 prom inh 12, NR2E3 ag-1 5, CF NFkB inh -7, PDI inh -1, CaV13 FRET inh 2, KKLEB cytotox 4, NR2E3 ag-2 8, TRPM1 prom inh 4 and Vif imaging 0.
`COc1ccc(/C=N/n2nnnc2N)c(OC)c1` gave HIF-2a inh -76, Shn3 inh set2 -29, Peg3 prom inh -95, NR2E3 ag-1 -14, CF NFkB inh -12, PDI inh 5, CaV13 FRET inh -20, KKLEB cytotox -1, TRPM1 prom inh -25 and Vif imaging -8.
For Cn1c(=O)c2c(Nc3ccc(F)cc3)cc(=O)n(-c3ccccc3)c2n(C)c1=O the results were HIF-2a inh 23, Shn3 inh set2 -8, Peg3 prom inh 2, NR2E3 ag-1 6, CF NFkB inh -2, PDI inh -8, CaV13 FRET inh -20, KKLEB cytotox -2, NR2E3 ag-2 -3, TRPM1 prom inh 1 and Vif imaging 11.
Screening CCOCCCN(C(=O)Cn1nnc2ccccc21)C(C(=O)NCc1ccco1)c1ccncc1 (configuration not stated) returned HIF-2a inh 11, Shn3 inh set2 -15, Peg3 prom inh -6, NR2E3 ag-1 -12, CF NFkB inh 4, PDI inh -4, CaV13 FRET inh -1, KKLEB cytotox -6, TRPM1 prom inh 11 and Vif imaging 7.
CC(=O)NS(=O)(=O)c1ccc(NC(=O)CN2C(=O)C3C4C=CC(C4)C3C2=O)cc1 (configuration not stated) was read as HIF-2a inh 14, Shn3 inh set2 -19, Peg3 prom inh -3, NR2E3 ag-1 -3, CF NFkB inh -1, PDI inh 3, CaV13 FRET inh -5, KKLEB cytotox 10, NR2E3 ag-2 2, TRPM1 prom inh -9 and Vif imaging -1.
`CCN1C(=O)N/C(=C/c2ccc(C)o2)C1=O` gave HIF-2a inh 8, Shn3 inh set2 -34, Peg3 prom inh 1, NR2E3 ag-1 3, CF NFkB inh -33, PDI inh 6, CaV13 FRET inh -5, KKLEB cytotox 11, NR2E3 ag-2 -1, TRPM1 prom inh 3 and Vif imaging 4.
For COc1ccc(S(=O)(=O)NC(C)(C)C)cc1-c1nnc2c3ccccc3c(C)nn12 the results were HIF-2a inh 24, Shn3 inh set2 0, Peg3 prom inh 26, NR2E3 ag-1 -12, CF NFkB inh 4, PDI inh -4, CaV13 FRET inh -6, KKLEB cytotox 10, NR2E3 ag-2 -2, TRPM1 prom inh -2 and Vif imaging -13.

Compounds as they come (roughly 3.3% active in at least one column).
